KKLEB tox: CF airway cell cytotoxicity counter-screen. KKLEB CF airway cells viability, ATPlite luminescence, overnight; active compounds read low; cells stimulated with P. aeruginosa culture filtrate. activity change (cytotoxicity), % at 5 µM. hit rate 0.36% among 360,000. AID 602141;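 active = corrected activity change at or below -50% at 5 µM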
CF NFkB inh: blocks PAF-induced NF-kB reporter in cystic fibrosis cells; hit rate 0.86% among 360,000; inhibition, % at 5 µM; AID 588850; KKLEB NF-kB-GFP reporter, GFP fluorescence overnight;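 active = at least 50% inhibition at 5 µM, scaled per plate between neutral and stimulator controls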;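 note: PAF is a Pseudomonas aeruginosa culture filtrate used as stimulus; plate controls were PAF-stimulated DMSO wells for no effect and unstimulated DMSO wells for full effect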
HIF-2a inh: blocks HIF-2a reporter activity; inhibition, % at 18.8 µM; 786-0 RCC cells HIF-2a reporter, luciferase luminescence, overnight; hit rate 0.72% among 360,000;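 active = inhibition of the luminescence signal of 40% or more relative to plate controls, in a single-dose primary screen at 18.75 µM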
NR2E3 ag-1: activates human NR2E3 receptor | inhibition of corepressor binding, % at 3.98 µM | Q9Y5X4 | CHO-S Gal4-NCOR/VP16-NR2E3 two-hybrid, luciferase | AID 602229 | hit rate 0.35% among 360,000;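 active = inhibition above the mean of all tested compounds plus 3 SD, cut at about 70% in these data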;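 note: 0% = DMSO with NR2E3 transfected cells and 100% = cells lacking NR2E3 construct; higher means lower luciferase signal from less NR2E3 corepressor binding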
Target sequence (Q9Y5X4 whole entry, looked up, the tested form may be a part): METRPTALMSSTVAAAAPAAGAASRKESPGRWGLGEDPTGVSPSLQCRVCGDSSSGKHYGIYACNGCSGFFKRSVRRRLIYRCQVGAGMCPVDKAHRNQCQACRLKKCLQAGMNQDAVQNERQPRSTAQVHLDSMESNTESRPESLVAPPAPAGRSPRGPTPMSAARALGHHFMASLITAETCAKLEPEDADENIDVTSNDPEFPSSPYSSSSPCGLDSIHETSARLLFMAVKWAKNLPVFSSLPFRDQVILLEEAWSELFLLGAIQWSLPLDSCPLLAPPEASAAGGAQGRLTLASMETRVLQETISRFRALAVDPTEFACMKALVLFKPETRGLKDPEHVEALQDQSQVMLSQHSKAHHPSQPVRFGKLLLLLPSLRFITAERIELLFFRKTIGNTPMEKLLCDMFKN
NR2E3 ag-2: activates human photoreceptor nuclear receptor NR2E3. Q9Y5X4. GST-NR2E3/biotin-RetCOR TR-FRET, 1536-well. inhibition of corepressor binding, % at 4.78 µM. hit rate 0.12% among 320,000. AID 2300;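 active = percent inhibition above the cutoff of mean plus 3 SD of all tested compounds, set per screening campaign, cut at about 20% in these data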;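 note: 0% = DMSO wells and 100% = biotin wells as full block of FRET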
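Material – GST-tagged NR2E3 plus biotinylated RetCOR corepressor · Quantity – NR2E3 fusion 1.35 nM · Times – 5 h incubation at 4 °C · Medium – pH 7.5 Tris-based buffer · Technique – TR-FRET, Eu(K)-anti-GST donor, streptavidin-D2 acceptor, ex 340, em 617/671 nm · Benchmarks – high control biotin, low control 0.6% DMSO · Format – 1536-well plates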
TROY signal inh: blocks TROY-dependent signaling in reporter cells | inhibition, % at 10 µM | Q293 LMP1-TROYcd NF-kB luciferase reporter, 4 h | AID 1347056 | hit rate 0.98% among 360,000;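 active = compounds whose plate-normalised and pattern-corrected inhibition of the luciferase reporter signal at the single screening dose is 50% or more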
TRAIL sens C8: caspase-8 TRAIL sensitization. NB7+C8 cells + TRAIL, ATPlite viability luminescence. inhibition (viability loss, TRAIL sensitization), % at 10 µM. hit rate 1% among 360,000;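 active = compounds causing at least 50% loss of cell viability in the single-dose screen, relative to plate controls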
Peg3 promoter: Peg3 promoter activity inhibition; HeLa PEG-Prom luciferase reporter, luminescence, overnight; inhibition, % at 20 µM; hit rate 1.7% among 360,000; AID 588405;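 active = inhibition of at least 50% at 20 µM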
Shn3 inh set2: reduces Shn3 3'UTR luciferase signal in osteoblasts; Clone20 osteoblast Shn3 3'UTR firefly luciferase, 24 h; inhibition, % at 12.5 µM; hit rate 0.52% among 360,000; AID 588674;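 active = mean inhibition of at least 75% with every replicate also reaching 75%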;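 note: 0% = median of neutral control wells and 100% = pilot-screen positive control compound; some compounds past the cut are filed as inactive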
MITF TRPM1 inh: inhibitors of MITF-driven TRPM1 promoter in melanoma cells. SK-MEL-5 TRPM1 promoter luciferase, 24 h. inhibition, % at 12.5 µM. hit rate 0.83% among 330,000;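 active = mean inhibition across replicates of 60% or more, whatever share of single replicates reaches that level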; note: values of inactives mirror those of a sister screen read the other way
TWEAK-Fn14 inh: blocks TWEAK-Fn14 interaction in a reporter cell assay | TWEAK-stimulated Fn14 reporter cells, luciferase luminescence, 8 h | inhibition, % at 10 µM | hit rate 2% among 360,000 | AID 1159606; in the data active = inhibition above about 50%
* = called active by the depositor.

What do the screens show for `NNC(=O)c1csc(CS(=O)(=O)c2ccc(Cl)cc2)n1`?
KKLEB tox: 16; CF NFkB inh: -23; HIF-2a inh: 8; NR2E3 ag-1: -29; NR2E3 ag-2: 2; TROY signal inh: -34; TRAIL sens C8: 4; Peg3 promoter: 8; Shn3 inh set2: -5; MITF TRPM1 inh: -1; TWEAK-Fn14 inh: 1

How did Cc1cc(C)nc(SCCS(=O)(=O)Cc2ccccc2)n1 do in these assays?
KKLEB tox: 1; CF NFkB inh: 5; HIF-2a inh: -5; NR2E3 ag-1: 6; NR2E3 ag-2: 1; TROY signal inh: -12; TRAIL sens C8: -4; Peg3 promoter: -12; Shn3 inh set2: -4; MITF TRPM1 inh: -6; TWEAK-Fn14 inh: 0

How did CCOc1ccc(NC(=O)C2CCN(S(=O)(=O)c3cccs3)CC2)cc1 do in these assays?
KKLEB tox: 7; CF NFkB inh: -5; HIF-2a inh: 2; NR2E3 ag-1: -2; NR2E3 ag-2: 3; TROY signal inh: -10; TRAIL sens C8: -3; Peg3 promoter: 15; Shn3 inh set2: 33; MITF TRPM1 inh: -12; TWEAK-Fn14 inh: 17

What do the screens show for `CCOC(=O)Cn1nc(C)n(-c2ccccc2)c1=O`?
KKLEB tox: 3; CF NFkB inh: -6; HIF-2a inh: 7; NR2E3 ag-1: -9; NR2E3 ag-2: 2; TROY signal inh: 6; TRAIL sens C8: -21; Peg3 promoter: 3; Shn3 inh set2: -4; MITF TRPM1 inh: -1; TWEAK-Fn14 inh: 10

What do the screens show for `O=C(Nc1ccc([N+](=O)[O-])cc1)c1cn(-c2ccccc2)nc1-c1cc2ccccc2o1`?
KKLEB tox: 10; CF NFkB inh: -7; HIF-2a inh: 8; NR2E3 ag-1: -20; NR2E3 ag-2: 2; TROY signal inh: 7; TRAIL sens C8: 12; Peg3 promoter: 9; Shn3 inh set2: 15; MITF TRPM1 inh: 9; TWEAK-Fn14 inh: -1

How did CC(C)(C)C(=O)Oc1cc(N)n(S(=O)(=O)c2ccc(F)cc2)n1 do in these assays?
KKLEB tox: 2; CF NFkB inh: 2; HIF-2a inh: 13; NR2E3 ag-1: -7; NR2E3 ag-2: -1; TROY signal inh: 17; TRAIL sens C8: -5; Peg3 promoter: -7; Shn3 inh set2: 11; MITF TRPM1 inh: -5; TWEAK-Fn14 inh: 1

Results for CSc1nc(N(C)C)nc(N(C#N)CCOC(C)=O)n1 ?
KKLEB tox: 0; CF NFkB inh: -1; HIF-2a inh: 6; NR2E3 ag-1: 8; NR2E3 ag-2: 0; TROY signal inh: -22; TRAIL sens C8: -1; Peg3 promoter: 13; Shn3 inh set2: 5; MITF TRPM1 inh: 7; TWEAK-Fn14 inh: -7

Results for N#CC1CN(C(c2ccccc2)c2ccccc2)C1 ?
KKLEB tox: 10; CF NFkB inh: 0; HIF-2a inh: 23; NR2E3 ag-1: -16; NR2E3 ag-2: 0; TROY signal inh: 4; TRAIL sens C8: 0; Peg3 promoter: -1; Shn3 inh set2: 11; MITF TRPM1 inh: 5; TWEAK-Fn14 inh: -7

How did O=C(CS(=O)(=O)c1ccc(F)cc1)Nc1nnc(-c2cccs2)o1 do in these assays?
KKLEB tox: 3; CF NFkB inh: 20; HIF-2a inh: 0; NR2E3 ag-1: -13; NR2E3 ag-2: -2; TROY signal inh: 0; TRAIL sens C8: -2; Peg3 promoter: -4; Shn3 inh set2: -17; MITF TRPM1 inh: 10; TWEAK-Fn14 inh: 10

Results for C(=C\c1ccncc1)/c1ccccc1 ?
KKLEB tox: 6; CF NFkB inh: -4; HIF-2a inh: -78; NR2E3 ag-1: 23; NR2E3 ag-2: 3; TROY signal inh: -22; TRAIL sens C8: -3; Peg3 promoter: -51; Shn3 inh set2: -25; MITF TRPM1 inh: -32; TWEAK-Fn14 inh: -25

How did CCN(CC)c1nc(N2CCN(C)CC2)nc2ccccc12 do in these assays?
KKLEB tox: -2; CF NFkB inh: -7; HIF-2a inh: 16; NR2E3 ag-1: 1; NR2E3 ag-2: 4; TROY signal inh: 4; TRAIL sens C8: -3; Peg3 promoter: 1; Shn3 inh set2: 11; MITF TRPM1 inh: 4; TWEAK-Fn14 inh: -23

What do the screens show for `CCOCc1nnc(NC(=O)COC)s1`?
KKLEB tox: -10; CF NFkB inh: 10; HIF-2a inh: 19; NR2E3 ag-1: -8; NR2E3 ag-2: -1; TROY signal inh: 12; TRAIL sens C8: 15; Peg3 promoter: 17; Shn3 inh set2: -2; MITF TRPM1 inh: 2; TWEAK-Fn14 inh: 4

Results for CCOc1ccc(S(=O)(=O)n2nc(C)cc2C)cc1 ?
KKLEB tox: 2; CF NFkB inh: -3; HIF-2a inh: 19; NR2E3 ag-1: 0; NR2E3 ag-2: 4; TROY signal inh: 6; TRAIL sens C8: 2; Peg3 promoter: 12; Shn3 inh set2: -6; MITF TRPM1 inh: -3; TWEAK-Fn14 inh: 14

Results for COc1cccc(CN2C(=NC(=O)C3CC3)SC3CS(=O)(=O)CC32)c1 (stereo not drawn) ?
KKLEB tox: -4; CF NFkB inh: 1; HIF-2a inh: 11; NR2E3 ag-1: 4; NR2E3 ag-2: 1; TROY signal inh: -10; TRAIL sens C8: -21; Peg3 promoter: 8; Shn3 inh set2: -1; MITF TRPM1 inh: -6; TWEAK-Fn14 inh: -3

Results for CCCCNC(=O)CCC(=O)Nc1ccc2nc(N3CCCCC3)cc(C)c2c1 ?
KKLEB tox: 9; CF NFkB inh: -6; HIF-2a inh: -166; NR2E3 ag-1: -33; NR2E3 ag-2: 0; TROY signal inh: -6; TRAIL sens C8: -1; Peg3 promoter: -116; Shn3 inh set2: -19; MITF TRPM1 inh: -61; TWEAK-Fn14 inh: -10

What do the screens show for `CCSc1nc(C)nc2sc(C)c(C)c12`?
KKLEB tox: -5; CF NFkB inh: 28; HIF-2a inh: 11; NR2E3 ag-1: -27; NR2E3 ag-2: -6; TROY signal inh: -10; TRAIL sens C8: -21; Peg3 promoter: -1; Shn3 inh set2: -20; MITF TRPM1 inh: -5; TWEAK-Fn14 inh: -3

What do the screens show for `Oc1ccc(N=Cc2c(O)ccc3ccccc23)cc1`?
KKLEB tox: 2; CF NFkB inh: 4; HIF-2a inh: 7; NR2E3 ag-1: -27; NR2E3 ag-2: 2; TROY signal inh: 14; TRAIL sens C8: -5; Peg3 promoter: 13; Shn3 inh set2: -17; MITF TRPM1 inh: 15; TWEAK-Fn14 inh: 26

Results for C=CCNc1nc(NCCNC(C)=O)c2sc(-c3ccccc3)cc2n1 ?
KKLEB tox: -7; CF NFkB inh: 19; HIF-2a inh: -56; NR2E3 ag-1: 0; TROY signal inh: -11; TRAIL sens C8: -4; Peg3 promoter: -26; Shn3 inh set2: -6; TWEAK-Fn14 inh: 13

What do the screens show for `CCOC(=O)c1cc(CC)sc1NC(=O)c1cc(OCC)c(OCC)c(OCC)c1`?
KKLEB tox: 9; CF NFkB inh: 21; HIF-2a inh: 6; NR2E3 ag-1: -8; NR2E3 ag-2: 4; TROY signal inh: -16; TRAIL sens C8: 12; Peg3 promoter: 13; Shn3 inh set2: 75; MITF TRPM1 inh: -9; TWEAK-Fn14 inh: -14

Results for CN(C(=O)COC(=O)c1cccs1)c1ccccc1 ?
KKLEB tox: 0; CF NFkB inh: -30; HIF-2a inh: -12; NR2E3 ag-1: -22; TROY signal inh: -20; TRAIL sens C8: 0; Peg3 promoter: -24; Shn3 inh set2: 16; TWEAK-Fn14 inh: 1

What do the screens show for `Cc1oc(-c2cccc(C(F)(F)F)c2)nc1CN1CCN(c2ccccn2)CC1`?
KKLEB tox: -2; CF NFkB inh: 4; HIF-2a inh: 6; NR2E3 ag-1: 4; NR2E3 ag-2: 5; TROY signal inh: 1; TRAIL sens C8: -6; Peg3 promoter: 11; Shn3 inh set2: -22; MITF TRPM1 inh: 6; TWEAK-Fn14 inh: 8

Results for CCc1ccc(NC(=O)CSc2nnc(Cc3cccn3C)n2-c2ccc(OC)cc2)cc1 ?
KKLEB tox: 13; CF NFkB inh: -6; HIF-2a inh: 2; NR2E3 ag-1: -19; NR2E3 ag-2: 2; TROY signal inh: -12; TRAIL sens C8: -5; Peg3 promoter: 13; Shn3 inh set2: 21; MITF TRPM1 inh: 4; TWEAK-Fn14 inh: 41

Results for CCOC(=O)C(=O)Nc1ccc(S(=O)(=O)N2CCOCC2)cc1OC ?
KKLEB tox: 7; CF NFkB inh: -6; HIF-2a inh: 1; NR2E3 ag-1: 2; NR2E3 ag-2: 2; TROY signal inh: -3; TRAIL sens C8: -6; Peg3 promoter: 8; Shn3 inh set2: 20; MITF TRPM1 inh: 10; TWEAK-Fn14 inh: -8

How did O=C(O)CCN1C(=O)/C(=C/c2ccc(-c3nc4ccccc4s3)o2)SC1=S do in these assays?
KKLEB tox: 1; CF NFkB inh: -6; HIF-2a inh: -134; NR2E3 ag-1: -19; NR2E3 ag-2: 1; TROY signal inh: 11; TRAIL sens C8: -4; Peg3 promoter: -69; Shn3 inh set2: -21; MITF TRPM1 inh: -2; TWEAK-Fn14 inh: -18

Results for COc1ccc(CCNC(=O)Nc2nnc([C@@H]3C[C@H](O)[C@@H](CO)O3)s2)cc1OC ?
KKLEB tox: 4; CF NFkB inh: 0; HIF-2a inh: 16; NR2E3 ag-1: -12; TROY signal inh: 2; TRAIL sens C8: 3; Peg3 promoter: 2; Shn3 inh set2: -16; TWEAK-Fn14 inh: -2

What do the screens show for `Cc1cccc(NC(=O)c2ccc(NCC3CCCO3)c([N+](=O)[O-])c2)c1` (stereo not drawn)?
KKLEB tox: -13; CF NFkB inh: 12; HIF-2a inh: -75; NR2E3 ag-1: -48; NR2E3 ag-2: 4; TROY signal inh: -39; TRAIL sens C8: 4; Peg3 promoter: -104; Shn3 inh set2: 3; MITF TRPM1 inh: -38; TWEAK-Fn14 inh: -12

How did CCN1C(=O)/C(=C2/C=Cc3ccccc3N2C)OC1=S do in these assays?
KKLEB tox: 7; CF NFkB inh: -3; HIF-2a inh: -231; NR2E3 ag-1: -27; NR2E3 ag-2: -2; TROY signal inh: 8; TRAIL sens C8: 8; Peg3 promoter: -258; Shn3 inh set2: -66; MITF TRPM1 inh: -96; TWEAK-Fn14 inh: -3

What do the screens show for `CC1(C(=O)NS(=O)(=O)c2ccc(F)cc2F)CCN1C(=O)c1ccc(C2CCCCC2)cc1` (stereo not drawn)?
KKLEB tox: 0; CF NFkB inh: -36; HIF-2a inh: 5; NR2E3 ag-1: -1; TROY signal inh: -14; TRAIL sens C8: -4; Peg3 promoter: -9; Shn3 inh set2: -2; TWEAK-Fn14 inh: 8

Compound activity (PubChem BioAssay)

Not all compounds are listed; count on the stated rates, not on these rows.
